HKDC1 inh – HKDC1 hexokinase inhibitors, primary screen, biochemical, fluorescence, uHTS; Q2TB90; recombinant HKDC1, G6PDH/diaphorase resazurin coupled fluorescence; inhibition, % at 20 µM; 340,000 compounds, 0.16% hits;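 active means inhibition above about 35% when tested at 20 µM, limit read from the data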;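 further: plate controls were DMSO wells with enzyme for no effect and DMSO wells lacking enzyme for full effect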
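Test system: recombinant HKDC1 (HK5) hexokinase enzyme, produced in-house; Amount: enzyme 5 µg/mL final; Buffer or medium: Tris pH 8.0 buffer with MgCl2, Tween-20, BSA, BME; Reagent: glucose and ATP substrates; Doses: 20 µM test compound, 1% DMSO; Incubation: 90 min reaction incubation at room temperature, dark; Detection: resorufin fluorescence at 613 nm.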
Jurkat NFkB inh – inhibitors of induced NF-kB luciferase reporter, primary screen, TCR NF-kB activation inhibitor project, cell-based, luminescence, uHTS; Jurkat, PMA/ionomycin-induced NF-kB luciferase reporter; inhibition, % at 4 µM; 330,000 compounds, 0.53% hits
SENP7 block – SENP7 protease inhibitors, primary screen, biochemical, luminescence, uHTS; 330,000 compounds, 1.5% hits; Sentrin-specific protease 7 (Homo sapiens), Q9BQF6; inhibition, % at 5 µM; AID 434973, 2010; recombinant SENP7, Z-RLRGG-aminoluciferin luminescence, 40 min;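 active means inhibition above about 50% at the single test dose, limit read from the data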;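 further: plate controls were DMSO with enzyme for no effect and no enzyme buffer wells for full effect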
Apaf1 inhib – inhibitors of human Apaf-1 apoptosome, primary screen, biochemical, DEVD-Rh110 fluorescence, uHTS | reconstituted apoptosome caspase-3 activity | inhibition, % at 20 µM | 330,000 compounds, 0.71% hits; active means inhibition of at least 40% at 20 µM;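 further: plate controls were DMSO wells for no effect and DEVD-CHO caspase inhibitor wells for full effect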
Target sequence (O14727 whole entry, looked up): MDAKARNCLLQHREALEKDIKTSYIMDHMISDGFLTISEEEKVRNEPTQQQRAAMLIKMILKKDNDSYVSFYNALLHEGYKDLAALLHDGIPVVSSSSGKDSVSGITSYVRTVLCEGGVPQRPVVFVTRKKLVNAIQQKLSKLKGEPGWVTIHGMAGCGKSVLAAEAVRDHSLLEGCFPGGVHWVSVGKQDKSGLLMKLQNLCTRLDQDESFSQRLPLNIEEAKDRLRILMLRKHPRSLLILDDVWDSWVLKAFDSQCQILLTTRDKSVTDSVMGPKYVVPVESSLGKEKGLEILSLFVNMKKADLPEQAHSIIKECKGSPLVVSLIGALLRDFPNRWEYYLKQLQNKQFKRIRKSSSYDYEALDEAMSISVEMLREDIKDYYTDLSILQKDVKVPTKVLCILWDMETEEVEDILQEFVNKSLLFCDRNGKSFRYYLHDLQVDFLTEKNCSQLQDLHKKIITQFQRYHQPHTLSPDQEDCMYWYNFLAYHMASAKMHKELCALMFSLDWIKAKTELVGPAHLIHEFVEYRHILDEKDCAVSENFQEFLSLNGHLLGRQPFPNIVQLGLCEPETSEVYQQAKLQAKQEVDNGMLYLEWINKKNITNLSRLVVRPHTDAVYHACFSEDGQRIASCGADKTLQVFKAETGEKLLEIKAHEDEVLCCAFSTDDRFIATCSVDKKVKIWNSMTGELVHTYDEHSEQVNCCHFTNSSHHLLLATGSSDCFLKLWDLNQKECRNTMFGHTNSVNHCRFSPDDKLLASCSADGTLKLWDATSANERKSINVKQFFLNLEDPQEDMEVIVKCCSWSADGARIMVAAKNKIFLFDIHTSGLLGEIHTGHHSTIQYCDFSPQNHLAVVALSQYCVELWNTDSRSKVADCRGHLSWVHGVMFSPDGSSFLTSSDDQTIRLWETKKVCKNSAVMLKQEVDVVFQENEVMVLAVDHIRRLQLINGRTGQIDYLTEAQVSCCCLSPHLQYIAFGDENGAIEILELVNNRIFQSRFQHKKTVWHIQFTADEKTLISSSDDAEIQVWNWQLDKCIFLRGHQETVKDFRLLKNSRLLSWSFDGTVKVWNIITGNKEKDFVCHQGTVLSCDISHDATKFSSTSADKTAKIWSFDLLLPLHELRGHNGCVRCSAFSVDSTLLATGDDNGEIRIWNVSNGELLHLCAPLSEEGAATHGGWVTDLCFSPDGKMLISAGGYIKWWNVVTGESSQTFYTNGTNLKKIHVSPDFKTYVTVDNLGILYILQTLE
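Assay system: Apoptosome proteins | Medium: pH 7.5 Hepes buffer with CHAPS, BSA, DTT | Also added: Cytochrome c and DEVD-Rh110 substrate | Times: 30 min plus 50 min, RT | Detection: Rhodamine 110 fluorescence at Ex 480/Em 540 nm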
697 NFkB inh – inhibitors of PMA/ionomycin-induced NF-kB reporter, 697 cells, primary screen, B-cell NF-kB inhibitor project, cell-based, luminescence, uHTS; 697 B-cell NF-kB luciferase reporter, 16 h; inhibition, % at 4 µM; 330,000 compounds, 0.33% hits; in the data active means inhibition above about 35%
UBC13 inh – UBC13 polyubiquitin chain formation inhibitors, primary screen, biochemical, TR-FRET, uHTS; Ubiquitin-conjugating enzyme E2 N (Homo sapiens), P61088; inhibition, % at 20 µM; 330,000 compounds, 0.47% hits; AID 485273, 2010; in the data active means inhibition above about 45%, passing the limit was not always enough
SENP8 block – SENP8 protease inhibitors, primary screen, biochemical, luminescence. Sentrin-specific protease 8 (Homo sapiens), Q96LD8. inhibition, % at 10 µM. 330,000 compounds, 1.2% hits. purified SENP8, Z-RLRGG-aminoluciferin cleavage
Gli-Sufu block – Gli-Sufu pathway antagonists, primary screen, luciferase luminescence, Sufu-KO-LIGHT cells, uHTS; 340,000 compounds, 0.74% hits; inhibition, % at 5 µM; AID 588413, 2011; Sufu-KO-LIGHT fibroblasts, Gli luciferase reporter luminescence;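 active means inhibition above about 55%, limit read from the data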;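 further: 0% = DMSO-treated cells and 100% = wells with medium but no cells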
* marks the source's active call; other numbers are inactive results; · = not tested or not shown. Unless noted, no stated cut-off is given here; in the data, active means inhibition above about 50%; inactive means the rest.

Field names – A = HKDC1 inh; B = Jurkat NFkB inh; C = SENP7 block; D = Apaf1 inhib; E = 697 NFkB inh; F = UBC13 inh; G = SENP8 block; H = Gli-Sufu block
> CCOC(=O)CNC(=O)c1c(C)nn(-c2ccccc2)c1Cl
  A = 1; B = 6; C = -4; D = 0; E = 5; F = 0; G = 8; H = 95*
> Oc1ccc(-c2cn3cc(C(F)(F)F)ccc3n2)cc1
  A = -15; B = -133; C = 23; D = 7; E = -186; F = 12; G = 26; H = -78
> COc1cccc(=O)c2c(C)n(C)c(C)c12
  A = 4; B = 8; C = -1; D = 4; E = 12; F = -3; G = -3; H = 9
> COC(=O)c1cc(OC)c(OC)cc1N=CC1=C(O)CC(C)(C)CC1=O
  A = 3; B = 2; C = -2; D = 1; E = 10; F = -6; G = 2; H = 4
> CCn1cc(C(=O)O)c(=O)c2cc(F)c(N3CCN(C(=S)NC(=O)c4ccccc4)CC3)cc21
  A = -5; B = 12; C = 1; D = -18; E = -7; F = 27; G = 1; H = -6
> CC(C)(C)CNC(=O)[C@]1(C)CCC[C@@]2(C)C3CC[C@@]4(C)C[C@]3(CCC21)CC4=O (some centres undefined)
  A = 4; B = 15; C = -2; D = 18; E = 29; F = 4; G = 1; H = 30
> COc1cc(OC)c(NS(=O)(=O)c2c(C)[nH]c(=O)[nH]c2=O)cc1Cl
  A = -3; B = 2; C = 3; D = -1; E = 17; F = -2; G = 2; H = 7
> CC(=O)c1cccc(NC(=O)N2CCCC2C(=O)NCCC(C)C)c1 (centres undefined)
  A = 4; B = 4; C = 2; D = 4; E = 6; F = 3; G = -1; H = 6
> COc1ccc(OC)c(/C=N/Nc2nc(C)cc(=O)[nH]2)c1
  A = 8; B = 2; C = 6; D = 0; E = 11; F = 8; G = 5; H = 11
> Cc1cc(-c2ccc(NC(=O)[C@@H]3CCCC[C@@H]3C(=O)O)c(C)c2)ccc1NC(=O)[C@@H]1CCCC[C@@H]1C(=O)O
  A = -4; B = 0; C = 4; D = -6; E = -22; F = -9; G = -4; H = 16
> COc1ccc(C(=O)N/N=C/c2c(C)nn(-c3ccccc3)c2OC)cc1
  A = -6; B = 1; C = -12; D = 5; E = -5; F = -11; G = 0; H = 0
> CC(Sc1nnc(-c2ccco2)n1C)C(=O)N(C)C1CCCCC1 (centres undefined)
  A = -4; B = 19; C = 0; D = 12; E = 22; F = 0; G = -4; H = -10
> COC(=O)c1ccc(Oc2coc3cc(OCc4ccc([N+](=O)[O-])cc4)ccc3c2=O)cc1
  A = -6; B = 17; C = 6; D = 2; E = 18; F = 13; G = -2; H = -4
> O=C(Nc1nnc(-c2ccncc2)o1)C1CCCCC1
  A = -12; B = 0; C = 7; D = 9; E = 18; F = 1; G = -6; H = -9
> Cc1noc(C)c1NC(=O)Nc1ccc2c(c1)C(=O)N([C@@H](C)CO)C[C@@H](C)[C@@H](CN(C)Cc1ccc3c(c1)OCO3)O2
  A = -6; B = -1; C = -12; D = 0; E = 3; F = -4; G = -8; H = -2
> Cc1nc2c(cnn2-c2ccccc2Cl)c(=O)n1-c1ccc(N2CCC(C)CC2)cc1
  A = 3; B = 2; C = -4; D = 25; E = -20; F = 4; G = 1; H = 13
> CCCS(=O)(=O)Nc1cc(C(F)(F)F)ccc1OCCOC
  A = 2; B = -14; C = 0; D = 4; E = 13; F = 6; G = -6; H = 8
> OCCCNc1nc(-c2ccccc2)c2cc(Cl)ccc2n1
  A = 0; B = -2; C = 8; D = -1; E = 3; F = 10; G = 2; H = 7
> CCOC(=O)c1c(CN(C)C)n(C)c2c(O)c(N=NC(N)=O)c3ccc(Br)cc3c12
  A = 12; B = -28; C = 10; D = 95*; E = -14; F = -29; G = 34; H = -17
> S=C(c1cccs1)N1CCCC1
  A = -7; B = -8; C = -7; D = 4; E = 2; F = -4; G = -10; H = 2
> O=C(O)c1ccc(/C=N/NC(=O)C2CC2(c2ccccc2)c2ccccc2)cc1 (centres undefined)
  A = ·; B = -3; C = -5; D = 3; E = -27; F = -23; G = 0; H = ·
> Cn1cccc1/C=C1\SC(=O)N(c2ccccc2)C1=O
  A = 2; B = -70; C = 17; D = -4; E = -136; F = 7; G = -4; H = -68
> O=C(Cn1cc(C(F)(F)F)cc(Cl)c1=O)NCCc1ccccc1
  A = -5; B = 4; C = 7; D = 2; E = 19; F = 2; G = -2; H = 10
> CC(C)OCCCNC(=O)CCc1nc(-c2ccccc2)no1
  A = -3; B = 3; C = -12; D = -3; E = -2; F = 4; G = -6; H = 12
> CCOC(=O)c1[nH]c2ccccc2c1NC(=O)c1ccc(S(=O)(=O)N(C)C)cc1
  A = -1; B = -3; C = 0; D = 4; E = 15; F = -4; G = -4; H = -2
> COc1cc(OC)c(-c2nnc(-c3ccc(OC)c(OC)c3OC)o2)cc1OC
  A = -10; B = -4; C = 5; D = -6; E = 25; F = 15; G = -2; H = 0
> NC(=O)COc1ccc(-n2cnnn2)cc1
  A = -3; B = 3; C = 8; D = 0; E = -6; F = -7; G = 3; H = -15
> COc1cccc(CCNC(=O)C2CCC(=O)N(Cc3cccc(OC)c3)C2)c1 (centres undefined)
  A = -3; B = 9; C = 1; D = -1; E = -6; F = -3; G = -4; H = 4
> O=C1CN(C(=O)c2ccccc2)C(c2ccccc2)c2cc(F)ccc2N1 (centres undefined)
  A = -4; B = -22; C = 0; D = 5; E = 10; F = 0; G = 4; H = 2
> O=C(COc1ccc(/C=N/NC(=O)c2ccncc2)cc1)Nc1cccc([N+](=O)[O-])c1
  A = -4; B = -40; C = -15; D = 8; E = -10; F = -4; G = -14; H = -25
> COc1ccccc1NS(=O)(=O)c1cccc(C(=O)N/N=C/c2cn(-c3ccccc3)nc2-c2ccccc2)c1
  A = -7; B = -19; C = 3; D = -7; E = -3; F = -2; G = 9; H = -21
> CC(C)(C)OC(=O)N1CCC2(CC1)C(C#N)=C(N)OC1=C2C(=O)CCC1
  A = -1; B = 11; C = 5; D = -16; E = 9; F = 2; G = 4; H = 7
> Cc1cccc(NS(=O)(=O)c2ccc(C(=O)N3CCC3)cc2)c1C
  A = -5; B = 5; C = 5; D = 0; E = 6; F = 0; G = 13; H = -12
> COC(=O)C1CCN(C(=O)c2ccc(OC3CCN(Cc4ccccn4)CC3)cc2)CC1
  A = 4; B = 2; C = 8; D = -2; E = 17; F = -7; G = -2; H = -3
> CCOC(=O)CC(=O)CSc1nc2c(sc(=S)n2-c2ccc(C)c(C)c2)c(=O)[nH]1
  A = 2; B = 10; C = 1; D = 11; E = 17; F = -11; G = 6; H = 7
> Cc1ccc(C)c(N2CCN(C(=O)c3ccc(Cn4c(=S)[nH]c5ccc(N6CCOCC6)cc5c4=O)cc3)CC2)c1
  A = 2; B = -39; C = 0; D = 6; E = -68; F = 12; G = 6; H = -19
> COc1ccc(N2CCN(C(=O)CCNS(=O)(=O)c3ccc4c(c3)CCC(=O)N4)CC2)cc1
  A = 12; B = 12; C = 3; D = 8; E = -4; F = -5; G = -3; H = 6
> Cc1ccc(C(=O)N2CCCCCC2)cc1Br
  A = -2; B = -17; C = -3; D = 12; E = 6; F = -6; G = -13; H = 14
> CC(O)CO (centres undefined)
  A = -6; B = 10; C = 6; D = 1; E = 20; F = 10; G = 19; H = 28
> COc1ccc(NC(=S)N2CCN(CCN3C(=O)c4cccc5cccc(c45)C3=O)CC2)cc1
  A = -3; B = -1; C = 3; D = -4; E = -3; F = 15; G = -1; H = 2
> N#Cc1c(C(F)(F)F)cc(-c2cccs2)nc1SC(C(=O)O)c1ccccc1 (centres undefined)
  A = 4; B = -2; C = 8; D = -1; E = -8; F = -24; G = -6; H = -2
> COCCCNCCOCCOc1c(OC)cccc1OC
  A = -1; B = 12; C = -2; D = -7; E = 6; F = 11; G = 1; H = -1
> CCCn1c(SCC(=O)NC(C)(C)C)nnc1-c1ccco1
  A = -9; B = -7; C = -8; D = -2; E = -1; F = 8; G = -6; H = -12
> Cc1cc(Nc2ccccc2)n(C(=O)c2ccc(Cl)cc2)n1
  A = -3; B = -9; C = -6; D = 16; E = -54; F = -2; G = -11; H = -19
> C=CC(=O)Nc1ccc(Br)cc1
  A = 3; B = 13; C = -5; D = 7; E = 5; F = -4; G = -3; H = -1
> COc1ccc(N2CCN(C(=O)CCC(=O)N3CCOc4ccc(Cl)cc43)CC2)cc1
  A = -1; B = -3; C = 13; D = 7; E = 2; F = -3; G = -9; H = 2
> CC(OC(=O)c1ccc(S(=O)(=O)NCc2ccco2)cc1)C(=O)Nc1ccc(Cl)cn1 (centres undefined)
  A = -6; B = 11; C = 6; D = 0; E = -12; F = 4; G = -6; H = 1
> CN(CC(=O)Nc1cccc(F)c1)C(=O)c1sccc1-c1ccccc1
  A = 3; B = 5; C = 0; D = 12; E = 8; F = 2; G = -3; H = 13
> C=CCOn1c(=O)c(-c2cc3ccccc3o2)[n+]([O-])c2ccccc21
  A = 3; B = -83; C = -3; D = 2; E = -103; F = 0; G = 0; H = -40

3 compounds already listed, ordered by molecular weight, largest number first:
Field names – A = HKDC1 inh; B = Jurkat NFkB inh; C = SENP7 block; D = Apaf1 inhib; E = 697 NFkB inh; F = UBC13 inh; G = SENP8 block; H = Gli-Sufu block
> CC(OC(=O)c1ccc(S(=O)(=O)NCc2ccco2)cc1)C(=O)Nc1ccc(Cl)cn1 (centres undefined)
  A = -6; B = 11; C = 6; D = 0; E = -12; F = 4; G = -6; H = 1
> CN(CC(=O)Nc1cccc(F)c1)C(=O)c1sccc1-c1ccccc1
  A = 3; B = 5; C = 0; D = 12; E = 8; F = 2; G = -3; H = 13
> C=CC(=O)Nc1ccc(Br)cc1
  A = 3; B = 13; C = -5; D = 7; E = 5; F = -4; G = -3; H = -1

Grouped by structure, the entries above with a Cl atom (8)
Field names – A = HKDC1 inh; B = Jurkat NFkB inh; C = SENP7 block; D = Apaf1 inhib; E = 697 NFkB inh; F = UBC13 inh; G = SENP8 block; H = Gli-Sufu block
> CCOC(=O)CNC(=O)c1c(C)nn(-c2ccccc2)c1Cl
  A = 1; B = 6; C = -4; D = 0; E = 5; F = 0; G = 8; H = 95*
> COc1cc(OC)c(NS(=O)(=O)c2c(C)[nH]c(=O)[nH]c2=O)cc1Cl
  A = -3; B = 2; C = 3; D = -1; E = 17; F = -2; G = 2; H = 7
> Cc1nc2c(cnn2-c2ccccc2Cl)c(=O)n1-c1ccc(N2CCC(C)CC2)cc1
  A = 3; B = 2; C = -4; D = 25; E = -20; F = 4; G = 1; H = 13
> OCCCNc1nc(-c2ccccc2)c2cc(Cl)ccc2n1
  A = 0; B = -2; C = 8; D = -1; E = 3; F = 10; G = 2; H = 7
> O=C(Cn1cc(C(F)(F)F)cc(Cl)c1=O)NCCc1ccccc1
  A = -5; B = 4; C = 7; D = 2; E = 19; F = 2; G = -2; H = 10
> Cc1cc(Nc2ccccc2)n(C(=O)c2ccc(Cl)cc2)n1
  A = -3; B = -9; C = -6; D = 16; E = -54; F = -2; G = -11; H = -19
> COc1ccc(N2CCN(C(=O)CCC(=O)N3CCOc4ccc(Cl)cc43)CC2)cc1
  A = -1; B = -3; C = 13; D = 7; E = 2; F = -3; G = -9; H = 2
> CC(OC(=O)c1ccc(S(=O)(=O)NCc2ccco2)cc1)C(=O)Nc1ccc(Cl)cn1 (centres undefined)
  A = -6; B = 11; C = 6; D = 0; E = -12; F = 4; G = -6; H = 1

Screens deposited in PubChem by Sanford-Burnham Center for Chemical Genomics.
